# Assay outcomes from PubChem.
# M17LAP inhibition – P. falciparum M17LAP inhibitors, primary screen, biochemical, fluorogenic H-Leu-NHMec substrate, 1536-well (AID 1619); recombinant M17LAP, H-Leu-NHMec fluorogenic kinetic assay; higher % means a stronger effect; inhibition, % at 30 µM; hits with a dose series show IC50 in µM; hit rate 0.38% among 220,000;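 active = compound inhibiting the enzyme by more than half at any dose during confirmatory dose-response retesting; inconclusive = strong single-dose inhibitors picked by rank but not retested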;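 note: plate controls were full reaction with DMSO carrier for no effect and no enzyme background for full effect; strong numbers were not always called active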
# SIAH1 antagonists – Siah-1 peptide-binding antagonists, primary screen, biochemical, fluorescence polarization, rhodamine-plectin, uHTS (AID 1817) | Siah-1 / rhodamine-plectin peptide fluorescence polarization; higher % means a stronger effect | displacement, % at 20 µM; hits with a dose series show IC50 in µM | hit rate 0.02% among 290,000;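 active = displacement of at least 50% at 20 µM, with a fluorescence ratio check between 0.3 and a set limit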;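 note: plate controls were Siah plus tracer with DMSO for no effect and tracer alone without Siah for full effect; strong numbers were not always called active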
# XIAP displacement – small molecules displacing peptide from XIAP – biochemical, IAP family, fluorescence polarization (AID 1018); XIAP BIR domain, fluorescence polarization peptide displacement; higher % means a stronger effect; hit rate 0.007% among 200,000; displacement, % at 20 µM; hits with a dose series show IC50 in µM; in the data active = displacement above about 50%; note: a part of the inactive calls stands beside numbers as strong as those of hits
# PMI inhibitors – MPI enzyme activity inhibition – biochemical, fluorescence intensity, coupled assay, primary screen (AID 1209). hit rate 0.42% among 190,000. inhibition, % at 20 µM, or IC50 in µM where a hit was titrated. purified PMI enzyme, coupled fluorescence intensity; higher % means a stronger effect;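 note: plate controls were DMSO vehicle for no effect and wells lacking substrate for full effect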
# AID2073 – inhibitors of Mint1-CaV2.2 protein interaction, biochemical, HTRF (AID 2073) | HTRF protein-protein interaction, Mint1-CaV2.2; higher % means a stronger effect | inhibition, % at 20 µM, or IC50 in µM where a hit was titrated | hit rate 0.19% among 290,000; in the data active = inhibition mostly above about 51%, no sharp cut-off; inconclusive = no clear call, values can overlap the other calls; inactive = mostly below about 53%; note: some results filed as inactive read as strong as hits
# LYP inhibition – PTPN22 lymphoid phosphatase activity blockers – biochemical, fluorescence intensity, uHTS (AID 1779). recombinant LYP phosphatase, fluorescence intensity; higher % means a stronger effect. one-dose inhibition, % at 11.5 µM; IC50 in µM for titrated hits. hit rate 0.054% among 290,000;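 note: plate controls were vehicle with enzyme for no effect and no enzyme for full effect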
# Dynein cargo inh – blocks dynein driven cargo transport along microtubules | AID 1381 | 3617.4 mouse cells, GR-EGFP nuclear translocation imaging; test concentration mostly 20 µM; stimulated with dexamethasone, 1 µM; active compounds read low | z-score, hits read low | hit rate 0.47% among 220,000;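 active = plate z-score of nuclear minus cytoplasmic receptor signal below a set negative limit, without overly bright fluorescence or cell loss, cut at about -3.5 in these data, passing the limit was not always enough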;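 note: z-score of nuclear minus cytoplasmic ring GR-EGFP intensity difference per well; some compounds called inactive have numbers as strong as hits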
#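 Buffer or medium: tet-free, stripped-serum medium; Also added: dexamethasone, 1.0 µM final; Technique: high-content fluorescence imaging after fixation; Times: 48 h induction, 1 h compound, 30 min dex at 37 °C; Read-out: per-cell GR-EGFP intensity, nucleus versus surrounding cytoplasmic ring, well-averaged.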
# M1AAP inhibition – malaria alanyl aminopeptidase activity blockers – biochemical, fluorogenic H-Leu-NHMec substrate, 1536-well (AID 1445). hit rate 0.42% among 220,000. recombinant M1AAP, H-Leu-NHMec fluorogenic kinetic assay; higher % means a stronger effect. one-dose inhibition, % at 30 µM; IC50 in µM for titrated hits;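 active = primary inhibition above the hit cutoff, then over 50% inhibition at one or more dose response concentrations, cut at about 23% in these data, passing the limit was not always enough; inconclusive = conflicting primary data, or primary hits not chosen for dose response; inactive = low primary inhibition, or under 50% at every dose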;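 note: plate controls were DMSO full reaction for no effect and no enzyme background for full effect; strong numbers were not always called active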
# PMI inhibition – MPI inhibition at elevated mannose 6-phosphate – biochemical, fluorescence intensity, high mannose 6-phosphate, primary screen (AID 1220) | hit rate 0.66% among 190,000 | recombinant PMI enzyme, coupled fluorescence intensity; higher % means a stronger effect | inhibition, % at 20 µM, or IC50 in µM where a hit was titrated
# Dynein cargo inh cytoplasmic EGFP – also measured in Dynein cargo inh; calls as there; z-score; measured here: cytoplasmic GR-EGFP intensity; active compounds read high
# Dynein cargo inh nuclear GR-EGFP – further read-out of Dynein cargo inh, marked with its call; z-score; measured here: nuclear GR-EGFP intensity;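 lower value marks the stronger effect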
# Dynein cargo inh cell count – further read-out of Dynein cargo inh, marked with its call; z-score; measured here: cell count per field
# * hit, by the source's call; ? = inconclusive; / = no result given. Cut-off read from the data, not from the text of the source, unless noted: active = inhibition above about 50%; inactive = the rest.
# Results follow in this order: M17LAP inhibition, SIAH1 antagonists, XIAP displacement, PMI inhibitors, AID2073, LYP inhibition, Dynein cargo inh, Dynein cargo inh cytoplasmic EGFP, Dynein cargo inh nuclear GR-EGFP, Dynein cargo inh cell count, M1AAP inhibition, PMI inhibition
1: COCCNC(=O)c1ccc(-n2c(SCc3cc(F)ccc3F)nc3ccccc3c2=O)cc1
    -5%, 7%, -0.8%, -10%, 6%, -11%, -0.067, -0.22, 0.091, 1.2, -6%, -12%
2: CCOC(=O)/C(=C/Nc1ccc(F)c(F)c1)[N+](=O)[O-]
    10%, 21%, /, /, 2%, -2%, -0.13, -0.25, -0.1, 0.44, 13%, /
3: O=C(COC(=O)Cc1cccc2ccccc12)Nc1ccccc1-c1ccccc1
    -7%, -1%, -6.5%, 6%, 2%, -2%, -0.3, -0.28, -0.43, 0.49, 3%, 3%
4: O=C(c1ccco1)N1CCN(c2ncnc3c2oc2ccccc23)CC1
    -2%, 5%, -3.1%, 10%, 9%, 0%, 0.96, -0.25, 0.8, -0.46, 7%, 12%
5: CCOC(=O)N1CCC(Nc2c(Nc3ccc(F)cc3)c(=O)c2=O)CC1
    2%, -1%, -25%, 10%, -12%, 3%, 1.2, -0.072, 0.74, -0.72, 0%, 4%
6: CC(=O)Nc1ccc(-c2csc(NCc3ccco3)n2)cc1
    4%, -4%, -4.5%, 1%, 1%, 2%, -0.81, -0.2, -0.42, 0.12, 14%, -2%
7: Cc1cc(C)cc(NC(=S)NC(=O)CCN2C(=O)c3ccccc3C2=O)c1
    -2%, 2%, -4.2%, 15%, 8%, 13%, -0.84, -0.16, -0.11, 1.1, 19%, 7%
8: COc1cccc(CNC(=O)C2CCCN(S(=O)(=O)c3c(C)[nH]c(=O)[nH]c3=O)C2)c1 (stereo unspecified)
    6%, -4%, -6.3%, -3%, 6%, -7%, 0.14, -0.21, -0.03, 0.092, 9%, -7%
9: CN(C)c1cc[n+](Cc2c(Cl)cccc2Cl)cc1
    -25%, 7%, 0.8%, -5%, 5%, -4%, 0.13, -0.28, -0.22, 1.1, -2%, -8%
10: CCOC(=O)N1CCN(Cc2nc3c(c(=O)[nH]c(=O)n3C)n2Cc2cc(C)ccc2C)CC1
    -6%, -1%, -8.2%, 11%, 6%, -5%, 1.3, -0.26, -0.32, 0.4, 6%, 6%
11: CCN(CC)c1ccc(/C=N/NC(=O)c2cccc(N3CCCC3=O)c2)cc1
    -4%, 8%, -8.0%, 10%, 15%, 1%, -0.3, 0.55, 0.16, 0.47, 16%, 7%
12: O=C(Nc1nc2c(s1)CN(Cc1ccccc1)CC2)c1c(F)cccc1F
    14%, -1%, -5.3%, -1%, 7%, 1%, -0.37, -0.12, -0.12, 0.4, 4%, 12%
13: COc1ccc(CC(=O)Nc2cc(Cl)ccc2O)cc1
    9%, -4%, -1.2%, 10%, -6%, -5%, -0.15, -0.22, -0.23, 0.63, 0%, 7%
14: COCCN(C(=O)C(C)C)c1nnc(-c2ccc(C(C)(C)C)cc2)s1
    11%, -1%, -4.8%, 12%, -4%, 3%, 0.81, -0.34, 0.67, 0.57, -2%, 6%
15: Nc1nc(Cl)cc(Sc2ccc3ccccc3c2)n1
    1%, 2%, 0.8%, 10%, 5%, -2%, -1.1, -0.041, -0.59, 0.4, 2%, 1%
16: Cc1ccc2nc(NC(=O)C3CCN(S(=O)(=O)c4ccc5c(c4)oc(=O)n5C)CC3)sc2c1
    -4%, -2%, -13%, 3%, 2%, -1%, -0.67, -0.2, -0.39, 0.11, 2%, 1%
17: Cc1ccc(S(=O)(=O)NCc2ccc(C(=O)N(C)CCC#N)cc2)cc1
    -5%, 2%, -1.9%, 1%, 1%, -11%, 1.7, -0.14, 0.53, -0.38, 5%, 4%
18: O=C(OCc1nnc(-c2ccccc2)o1)C1=COCCO1
    10%, 3%, -2.0%, 5%, 12%, -11%, -0.78, -0.21, 0.23, 0.56, 5%, 3%
19: Cc1cccc(C(=O)Nc2ccc(O)cc2C(=O)O)c1
    6%, 2%, -0.3%, -12%, -5%, 5%, 0.39, -0.31, 0.42, 0.11, 6%, -7%
20: C/C(CCc1ccccc1)=N\NC(=O)c1ccccc1[N+](=O)[O-]
    15%, -6%, 5.1%, 8%, 17%, -1%, -0.67, -0.23, -0.68, 0.69, 5%, 10%
21: CCNc1nc(NCC)n2c(SC(C)C(=O)c3ccc(C)cc3)nnc2n1 (stereo unspecified)
    9%, 0%, -13%, 0%, -2%, 3%, 2, -0.13, 1.2, -0.6, 1%, -4%
22: O=C(Cn1cnc([N+](=O)[O-])n1)N/N=C/c1ccccc1O
    22%, 0%, -4.2%, -3%, 2%, -5%, 0.18, -0.087, -0.15, 0.13, 1%, -4%
23: O=C1c2ccccc2C(O)N1c1cccnc1 (stereo unspecified)
    13%, 0%, -7.7%, -9%, 5%, -5%, 0.47, -0.13, 0.34, -0.61, -3%, -6%
24: C=CCCC(=O)Nc1ccc(COC(=O)N2CCOCC2)cc1
    1%, 4%, -4.9%, 13%, -3%, -8%, -0.36, -0.083, 0.33, -0.53, -1%, 12%
25: COCC(=O)Nc1cc(Cl)ccc1C(F)(F)F
    3%, -4%, -12%, 11%, -10%, -8%, -0.52, -0.25, 0.014, 0.34, 3%, 5%
26: c1ccc2c(CSc3nnc(-c4ccncc4)o3)cccc2c1
    1%, -2%, -18%, 5%, -28%, 0%, -1.2, -0.098, -1, 0.43, 15%, 6%
27: COc1cc(/C=C2\SC(=S)N(Nc3ncc(C(F)(F)F)cc3Cl)C2=O)ccc1O
    -5%, -3%, -29%, 10%, ?, -1%, -0.3, 11, 2.3, 0.64, 5%, 16%
28: Cc1ccccc1-n1cc(CNC(=O)CC2C(=O)NCCN2C/C=C/c2ccccc2)cn1 (stereo unspecified)
    5%, 5%, -7.4%, 24%, 18%, 2%, 0.81, -0.23, 0.69, -0.32, 2%, -1%
29: CCOc1ccc(NC(=O)CSC2=NCCN2)cc1
    19%, -1%, -5.5%, 2%, -14%, -7%, 0.45, -0.28, 0.11, -0.17, -5%, 3%
30: O=C1OC(Nc2ccccn2)c2ccccc21 (stereo unspecified)
    1%, 6%, -1.4%, -9%, 10%, -2%, 0.11, -0.2, 0.31, 0.69, 10%, -5%
31: CC(C)N(C(=O)COC(=O)c1ccccc1C(=O)c1ccc(Cl)c([N+](=O)[O-])c1)C(C)C
    -4%, 4%, -3.3%, 2%, -3%, 1%, -3.6*, 0.44*, -1.1*, 0.03*, -2%, -2%
32: COc1cc(/C=C(\C#N)C(=O)Nc2ccc3ccccc3c2)c([N+](=O)[O-])cc1OC
    3%, 19%, -0.7%, 46%, 16%, -4%, -0.14, -0.3, -0.29, 0.61, 5%, 67%*
33: O=[N+]([O-])c1ccc(O)c(/C=N\N=C2c3ccccc3-c3ccccc32)c1
    8%, 7%, 3.3%, 0%, 15%, -7%, 0.13, -0.23, -0.16, 0.095, 6%, -8%
34: COc1cccc(C(=O)Nn2c(C)nnc2-n2nc(C)cc2C)c1
    -6%, 5%, 1.2%, 2%, 12%, -3%, 0.21, -0.28, -0.52, -0.013, 9%, -4%
35: CC1(C)CC(=O)C2=C(C1)OC(N)=C(C#N)C2C1CC=CCC1 (stereo unspecified)
    -5%, -7%, -3.6%, -5%, 10%, 2%, 0.03, -0.28, -0.25, 1.2, 0%, -7%
36: CCOC(=O)CSc1nnc(CSc2nc(C)cc(C)n2)n1Cc1ccco1
    7%, 1%, -3.9%, 1%, -54%, -1%, 0.18, -0.22, -0.13, 0.61, 5%, -2%
37: COc1cc(C2SCC(=O)N2CCCN(C)C)cc(OC)c1OC (stereo unspecified)
    -3%, 2%, -4.9%, 3%, -9%, -6%, 0.54, -0.41, 0.21, 1, -2%, -2%
38: Cc1noc(C)c1COc1ccc(C(=O)OCC(=O)Nc2cccc(S(=O)(=O)N3CCOCC3)c2)cc1
    -14%, 13%, 0.7%, 25%, 12%, 1%, 1.6, -0.23, 0.68, -1.5, 4%, 12%
39: Cn1c(CCNC(=O)c2ccco2)nc2cc(NC(=O)c3ccco3)ccc21
    5%, -4%, -4.2%, 4%, 0%, -2%, -0.082, -0.25, -0.25, 0.74, 8%, 5%

# Profiles from above. Screens in order: M17LAP inhibition	SIAH1 antagonists	XIAP displacement	PMI inhibitors	AID2073	LYP inhibition	Dynein cargo inh	Dynein cargo inh cytoplasmic EGFP	Dynein cargo inh nuclear GR-EGFP	Dynein cargo inh cell count	M1AAP inhibition	PMI inhibition
# Cn1c(CCNC(=O)c2ccco2)nc2cc(NC(=O)c3ccco3)ccc21 is listed as 5%	-4%	-4.2%	4%	0%	-2%	-0.082	-0.25	-0.25	0.74	8%	5%
# COc1cc(C2SCC(=O)N2CCCN(C)C)cc(OC)c1OC (stereo unspecified) is listed as -3%	2%	-4.9%	3%	-9%	-6%	0.54	-0.41	0.21	1	-2%	-2%
# CCOC(=O)CSc1nnc(CSc2nc(C)cc(C)n2)n1Cc1ccco1 is listed as 7%	1%	-3.9%	1%	-54%	-1%	0.18	-0.22	-0.13	0.61	5%	-2%
# O=[N+]([O-])c1ccc(O)c(/C=N\N=C2c3ccccc3-c3ccccc32)c1 is listed as 8%	7%	3.3%	0%	15%	-7%	0.13	-0.23	-0.16	0.095	6%	-8%
# CC(C)N(C(=O)COC(=O)c1ccccc1C(=O)c1ccc(Cl)c([N+](=O)[O-])c1)C(C)C is listed as -4%	4%	-3.3%	2%	-3%	1%	-3.6*	0.44*	-1.1*	0.03*	-2%	-2%
